High-throughput results from PubChem BioAssay.
PTHR1 ag – qHTS for PTHR1 Agonists: Primary Screen. Parathyroid hormone/parathyroid hormone-related peptide receptor (Homo sapiens), Q03431. HEK293 GP2 PTHR1 cells, GloSensor cAMP luminescence, 1 h. Potency, µM (doses to about 115 µM), without a hit: at the top dose activation, usual class: activators. 410,000 tested, 0.075% active; note: potency is the fitted concentration of half-maximal effect; nearly all actives have a fitted effect of over 55% in size; some results filed as inactive show a strong effect at the top dose; inactives centre near -15; many of its hits are not listed in these tables
Target sequence (Q03431 whole entry, looked up): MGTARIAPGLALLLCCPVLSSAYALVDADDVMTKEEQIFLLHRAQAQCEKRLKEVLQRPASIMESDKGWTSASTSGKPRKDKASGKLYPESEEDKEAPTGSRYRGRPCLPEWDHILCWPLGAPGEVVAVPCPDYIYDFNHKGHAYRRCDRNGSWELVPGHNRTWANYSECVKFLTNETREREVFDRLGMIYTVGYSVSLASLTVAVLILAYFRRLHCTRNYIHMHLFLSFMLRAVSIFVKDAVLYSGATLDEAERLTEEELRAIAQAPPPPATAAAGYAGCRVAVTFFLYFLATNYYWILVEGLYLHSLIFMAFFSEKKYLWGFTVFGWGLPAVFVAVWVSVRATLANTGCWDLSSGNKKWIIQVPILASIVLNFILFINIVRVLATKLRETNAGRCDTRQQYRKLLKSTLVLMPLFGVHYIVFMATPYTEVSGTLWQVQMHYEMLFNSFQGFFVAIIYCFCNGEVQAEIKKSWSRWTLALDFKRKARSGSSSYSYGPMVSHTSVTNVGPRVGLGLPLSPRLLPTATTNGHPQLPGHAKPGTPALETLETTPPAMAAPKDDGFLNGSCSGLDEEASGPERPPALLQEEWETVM
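HEK-293-derived GP2 cells expressing PTHR1 and a GloSensor cAMP reporter, 3,000/well, plated overnight, given luciferin plus IBMX (each 0.5 mM as added) for 1 h at 37 °C, then compound for 1 h at 37 °C. Luminescence was read after 15 min at room temperature.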
GLP1R inv ag – qHTS of GLP-1 Receptor Inverse Agonists (Inhibition Mode). HEK293 GLP-1R CRE-luciferase, luminescence, 24 h; GLP-1R form is constitutively active. Potency, µM (top dose mostly 38.3 µM), inactives show at the top dose activity change, negative = inhibition, actives largely listed as inhibitors. 410,000 tested, 1.6% active. AID 624417, 2012. Glucagon-like peptide 1 receptor (Homo sapiens), P43220; note: potency is the fitted concentration of half-maximal effect; % is set by controls: 0 for no effect and ±100 for the full control effect; nearly all actives have a fitted effect of over 55% in size
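Using stably transfected HEK293 (constitutively active GLP-1R, cAMP-luciferase reporter), compounds were incubated 24 hr and luciferase measured by luminescence.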
IL-2 act – qHTS of IL-2 Activators; activation, % (series mostly up to about 46 µM); IL-2 activation reporter assay, cell-based qHTS; stimulated with anti-CD3/CD4/CD28 beads; in transgenic mouse T cells; 360,000 tested, 0.065% active; AID 652025, 2013; in the data active = activation above about 50%; inconclusive = mostly about 30% to 49%; note: 0% is about no effect
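First, unstimulated transgenic mouse T cells were exposed to compound for 60 min. Next, anti-CD3/anti-CD4-coated beads with anti-CD28 were added. Finally, after 18 h at 37 degrees C, EGFP and DsRed were imaged.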
GLP1R cytotox – qHTS of GLP-1 Receptor Inverse Agonists: Cytotox Screen | HEK293 cAMP-luciferase reporter cells, luminescence, 24 h | Potency, µM (series often up to 38.3 µM), for the others: at the highest dose activity change, negative = inhibition, hits mostly inhibitors | 410,000 tested, 0.13% active;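 note: loss of luciferase light is scored as toxicity; potency is the fitted concentration of half-maximal effect; % is set by controls: 0 for no effect and ±100 for the full control effect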
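A 23 nL compound transfer followed 12 hours of cell culture at 37 deg C; exposure then lasted 24 hr. Luciferase assay detection reagent was dispensed and plates read for luminescence after a 12 min room-temperature wait.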
PI5P4K alpha inh – qHTS for Inhibitors of phosphatidylinositol 5-phosphate 4-kinase (PI5P4K); Phosphatidylinositol 5-phosphate 4-kinase type-2 alpha (Homo sapiens), P48426; PI5P4Kalpha enzyme, ADP-Glo luminescence, 60 min; stronger effect = lower value; max response, %; 330,000 tested, 1.2% active; active = max response of -50% or lower; inconclusive = between -30% and -50%; inactive = -30% or higher; note: value at the top dose of about 77 µM; % is set by controls: 0 for no effect and ±100 for the full control effect
Target sequence (P48426 whole entry, looked up): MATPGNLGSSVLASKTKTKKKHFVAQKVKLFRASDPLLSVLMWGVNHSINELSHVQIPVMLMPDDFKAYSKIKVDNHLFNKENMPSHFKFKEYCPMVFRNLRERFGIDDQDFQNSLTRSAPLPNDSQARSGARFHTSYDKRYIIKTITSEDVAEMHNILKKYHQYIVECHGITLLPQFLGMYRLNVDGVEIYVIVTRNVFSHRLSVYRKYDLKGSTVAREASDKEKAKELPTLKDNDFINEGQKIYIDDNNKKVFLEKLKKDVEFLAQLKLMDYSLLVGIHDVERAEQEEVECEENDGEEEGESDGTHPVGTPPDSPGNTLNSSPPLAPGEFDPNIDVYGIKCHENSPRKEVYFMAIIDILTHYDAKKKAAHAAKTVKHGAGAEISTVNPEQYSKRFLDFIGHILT
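Controls without substrate or without enzyme flank wells where PI5P4Kalpha converts substrate using 5 microM ATP (final). Incubation lasts 60 minutes at room temperature; ADP formed is read by ADP-Glo luminescence.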
EPAC1 agonist – qHTS for Agonist of cAMP-regulated guanine nucleotide exchange factor 3 (EPAC1): primary screen; AID 720707, 2013; Potency, µM (highest dose often 154 µM), inactives show at the top dose activation, most hits filed as activators; Rap guanine nucleotide exchange factor 3 (Homo sapiens), O95398; EPAC1 agonist qHTS, biochemical assay; response scale: 100% = response to 6.5 mM cAMP; 360,000 tested, 0.073% active; note: potency is the fitted concentration of half-maximal effect; nearly all actives have a fitted effect of over 60% in size
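EPAC1 100 nM, Rap1B–BODIPY-GDP 250 nM, unlabeled GDP 50 uM; compound titration; 5 min RT; kinetic read ex480/em540 at 5-min intervals ×30 min; data normalized to 6.5 mM cAMP agonist control.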
GLP-1R agonist – qHTS of GLP-1 Receptor Agonists; Glucagon-like peptide 1 receptor (Homo sapiens), P43220; HEK293 GLP-1R CRE-luciferase, luminescence, 4-6 h; cells express a hypersensitive GLP-1R form; Potency, µM (doses to about 45.6 µM), inactives show top-dose activation, hits mostly activators; 380,000 tested, 0.007% active; note: potency is the fitted concentration of half-maximal effect; % of control where 0% means no effect
PLK1 PBD inh – qHTS for Inhibitors of PLK1-PDB (polo-like kinase 1 - polo-box domain): Primary Screen. 360,000 tested, 2.8% active. Potency, µM, for inactives: max response, negative = inhibition, most hits filed as inhibitors. Plk1 PBD binding of FITC phosphopeptide, fluorescence polarization. AID 720504, 2013. Serine/threonine-protein kinase PLK1 (Homo sapiens), P53350; note: potency is the fitted concentration of half-maximal effect; series mostly up to about 57 µM; % is set by controls: 0 for no effect and ±100 for the full control effect; nearly all actives have a fitted effect of over 65% in size
EPAC1 antag – qHTS for Antagonist of cAMP-regulated guanine nucleotide exchange factor 3 (EPAC1): primary screen. Potency, µM (top dose mostly 115 µM), inactives show at the highest dose activity change, negative = inhibition, most hits filed as inhibitors. AID 720709, 2013. 360,000 tested, 0.14% active. EPAC1 GEF assay, Rap1b-BODIPY-GDP exchange fluorescence;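 note: potency is the fitted concentration of half-maximal effect; plate controls were vehicle for no effect and positive control for full effect; nearly all actives have a fitted effect of over 50% in size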
Starred values were filed as active, the others as inactive; i = inactive; u = inconclusive; x = not tested or not shown; & = joins results of further samples; [ ] = another dose, or the depositor's remark. Unless noted, calls come from the whole dose curve; as a rule, active = well fitted curve in the direction sought with a large enough effect; inconclusive = small, poorly fitted or top-dose-only effect, or another doubt; inactive = no such curve, though single readings can be large; an effect the other way counts as inactive or inconclusive. This is a subset; rates above refer to the full screens.

The opening 2 compounds, to show the layout:
No.	mol	PTHR1 ag	GLP1R inv ag	IL-2 act	GLP1R cytotox	PI5P4K alpha inh
1	O=C(COC(=O)COc1cccc(F)c1)NCC1CCCCC1	i	-8%	0.1	10%	0
2	O=C(COc1ccc(S(=O)(=O)N2CCOCC2)cc1Cl)N1CCCC1	i	-4%	0.1	0%	-1

No.	EPAC1 agonist	GLP-1R agonist	PLK1 PBD inh	EPAC1 antag
1	1%	-3%	-8%	u
2	3%	5%	4%	-1%

All compounds of this part, repeating the preview:
No.	mol	PTHR1 ag	GLP1R inv ag	IL-2 act	GLP1R cytotox	PI5P4K alpha inh
1	O=C(COC(=O)COc1cccc(F)c1)NCC1CCCCC1	i	-8%	0.1	10%	0
2	O=C(COc1ccc(S(=O)(=O)N2CCOCC2)cc1Cl)N1CCCC1	i	-4%	0.1	0%	-1
3	CSc1nc(-c2ccccc2)nc(SC)c1C(C)=O	-17%[57.5 µM]	1%	0.7	6%	x
4	C#CCOc1ccc(/C=N/NC(=O)c2cccnc2)cc1OCC	i	13%	1.2	-9%	4
5	O=C(O)/C=C/C(=O)Nc1ccc(OCc2ccccc2)cc1	i	3%	-2.5	-52%	-23
6	Cc1ccccc1Cn1ccc(NC(=O)c2nn3cccnc3c2Cl)n1	-20%	19%	1.0	-10%	0
7	CCCC(=O)n1nc(-c2cccnc2)nc1NCc1ccccc1	-7%	8%&5%	1.2	-4%&5%	3
8	COCCn1c(-c2cccc(Br)c2)nc2c(c(=O)c3ccccc3n2C)c1=O	-4%	24%	0.8	2%	-2
9	CN(C)c1cccc(C(=O)NNC(=S)NC2CC3CCC2C3)c1 (stereo not given)	-9%	-27%	-4.4	-8%	3
10	COC(=O)c1ccc(CNC(=O)COC(=O)C2CC3C=CC2C3)cc1 (stereo not given)	i	-7%	4.3	-19%	1

No.	EPAC1 agonist	GLP-1R agonist	PLK1 PBD inh	EPAC1 antag
1	1%	-3%	-8%	u
2	3%	5%	4%	-1%
3	7%	-9%	0%	-3%
4	-3%	9%	5%	0%
5	-7%	2%	-8%	10%
6	7%	24%	-8%	-7%
7	2%	10%	-13%	15%
8	-14%	1%	-4%	-9%
9	-9%	4%	-14%	1%
10	7%	6%	-1%	3%

Carrying on.
No.	mol	PTHR1 ag	GLP1R inv ag	IL-2 act	GLP1R cytotox	PI5P4K alpha inh
11	CCN(Cc1ccccc1)C(=O)c1oc2ccc(S(=O)(=O)N3CCOCC3)cc2c1C	-67%[inhibitor]	u	-2.4	9%	-4
12	CN1CCN(C(=S)SCC(=O)Nc2nc(-c3ccccc3)c(-c3ccccc3)o2)CC1	-7%	u	0.2	u	-2
13	CC(=O)c1ccc(NC(=O)N2C3CCC2CC(O)(c2cccnc2)C3)cc1 (stereo not given)	i	10%	-1.0	-1%	0
14	CC(=O)[C@@]1(O)C(C)CC2C3C=C(C)C4=Cc5c(cnn5-c5ccccc5)C[C@]4(C)C3C(O)C[C@@]21C (stereo not given in full)	i	u	-0.4	u	22
15	CCc1cc2cc(OC)ccc2nc1SCC(=O)NNC(=O)c1ccco1	i	36%[activator]	-1.2	2%	4
16	Cc1cc(OC(C)C(=O)N(Cc2ccco2)C2CCS(=O)(=O)C2)cc(C)c1Cl (stereo not given)	i	-16%	-1.8	-3%	9
17	COC(=O)c1ccc(CNC(=O)C2CCC(=O)N(Cc3cccc(F)c3)C2)cc1 (stereo not given)	-26%	4%	-2.3	6%	-3
18	O=C(CSc1ccc2nnc(CCNC(=O)c3ccccc3)n2n1)NCCc1ccccc1	i	-6%	-4.4	-21%	6
19	CCN(CC)C(=O)C1=C(C)N(Cc2ccc(OC)cc2)C(=O)C(CC(=O)NCC2CCCCC2)C1 (stereo not given)	-14%	u	-1.8	1%	2
20	CCOC(=O)c1c(NC(=O)C2=COCCO2)sc2c1CCN(C(=O)OC)C2	-6%	8%	-3.9	-7%	7

No.	EPAC1 agonist	GLP-1R agonist	PLK1 PBD inh	EPAC1 antag
11	8%	31%	-8%	9%
12	-13%	1%	-7%	12%
13	2%	-5%	0%	-14%
14	10%	5%	3%	-3%
15	1%	12%	-5%	1%
16	-4%	-6%	-7%	-12%
17	1%	14%	-1%	u
18	8%	-3%	-4%	-7%
19	-7%	4%	-12%	-8%
20	8%	1%	-6%	0%

Next part.
No.	mol	PTHR1 ag	GLP1R inv ag	IL-2 act	GLP1R cytotox	PI5P4K alpha inh
21	COc1ccc(NC(=O)CSc2nnc(Cn3c(=O)sc4ccccc43)n2C)cc1	-14%	-11%	-1.6	0%	-3
22	Cc1cc(C)nc(NC(=O)CSc2nccc(C)n2)n1	i	10%	-0.6	-4%	1
23	CC(CCNC(=O)c1ccccc1)(CCNC(=O)c1ccccc1)[N+](=O)[O-]	i	-26%	-1.1	-9%	0
24	CS(=O)(=O)Nc1ccc(Br)cc1	i	30%[activator]	-0.4	6%	-5
25	O=C(c1cc2ccccc2o1)N1CCN(S(=O)(=O)c2cccs2)CC1	-27%	4%	0.8	-5%	6
26	CCOc1ccc(CCN2C(=S)N([C@@H](CC(C)C)CN3CCCC3CN3C(=S)NC[C@@H]3CC(C)C)C[C@@H]2CC(C)C)cc1 (stereo not given in full)	-10%	2%	-0.6	2%	1
27	O=[N+]([O-])c1ccc(-c2nc(C(Cl)Cl)c3ccccc3n2)cc1	-13%	u	-1.2	-23%	3
28	COc1cccc(C(=O)C[n+]2cccc3cc(OC)ccc32)c1	-2%	20%	0.3	1%	-2
29	CCNC(=O)Cn1cc(C#N)c2ccccc21	-4%[57.5 µM]	34%[activator]	-0.1	7%	-6
30	COc1cc(NC(=O)C2CC(c3c(F)cccc3Cl)=NO2)c(OC)cc1Cl (stereo not given)	i	u	-1.2	-1%	16

No.	EPAC1 agonist	GLP-1R agonist	PLK1 PBD inh	EPAC1 antag
21	6%	-4%	-5%	-6%
22	-1%	-6%	0%	8%
23	5%	-7%	-2%	-3%
24	10%	0%	-4%	13%
25	13%	4%	2%	7%
26	-10%	9%	-3%	u
27	-12%	7%	-7%	-18%
28	8%	5%	-7%	14%
29	3%	6%	-10%	-8%
30	8%	1%	8%	-15%

3 entries drawn at random from those above, as already listed:
No.	mol	PTHR1 ag	GLP1R inv ag	IL-2 act	GLP1R cytotox	PI5P4K alpha inh
21	COc1ccc(NC(=O)CSc2nnc(Cn3c(=O)sc4ccccc43)n2C)cc1	-14%	-11%	-1.6	0%	-3
28	COc1cccc(C(=O)C[n+]2cccc3cc(OC)ccc32)c1	-2%	20%	0.3	1%	-2
29	CCNC(=O)Cn1cc(C#N)c2ccccc21	-4%[57.5 µM]	34%[activator]	-0.1	7%	-6

No.	EPAC1 agonist	GLP-1R agonist	PLK1 PBD inh	EPAC1 antag
21	6%	-4%	-5%	-6%
28	8%	5%	-7%	14%
29	3%	6%	-10%	-8%

Carrying on:
No.	mol	PTHR1 ag	GLP1R inv ag	IL-2 act	GLP1R cytotox	PI5P4K alpha inh
31	O=C(Cc1cccs1)N1CCN(S(=O)(=O)c2ccccc2)CC1	i	-2%	-1.0	3%	-7
32	Cc1ccc(NC(=O)c2ncn(CCCNCC(C)c3ccccc3)n2)cc1C (stereo not given)	-3%	u	-0.7	-3%	-5
33	C=CCn1c(SCc2cccc(C#N)c2)nnc1-c1ccccc1O	-42%[inhibitor]	u	-0.1	2%	-6
34	COC(=O)C1=C(O)/C(=C\c2ccc(CNS(=O)(=O)c3ccc(Cl)cc3)o2)N=C1C	i	4%	1.5	-7%	-21
35	CN(C(=O)c1ccc2c(c1)N(Cc1ccc(F)cc1)C(=O)c1ccccc1S2(=O)=O)C1CCCCC1	-18%	u	x	-13%	x
36	Cc1cc2cc3c(cc2nc1SCC(=O)Nc1nc(C)c(C)s1)OCO3	-17%[57.5 µM]	-2%	2.2	-1%	x
37	Cc1ccc(C(=O)NNC(=O)CSc2nnc(-c3ccncc3)n2C)cc1	-3%	-11%	-0.3	-5%	0
38	CC(OC(=O)Cn1cnc2c1c(=O)n(C)c(=O)n2C)C(=O)c1ccccc1 (stereo not given)	i	-2%	0.6	-5%	-29
39	CCOC(=O)C1=C(C)NC(=O)NC1c1ccc(-c2ccc(F)cc2)o1 (stereo not given)	-14%	-5%	0.2	0%	2
40	COc1cc(C)ccc1OCc1cc(C(=O)N2C[C@H]3CC[C@H]2C3)no1	i	10%	-0.8	-9%	8

No.	EPAC1 agonist	GLP-1R agonist	PLK1 PBD inh	EPAC1 antag
31	5%	-1%	-1%	-24%
32	-9%	-6%	-6%	-13%
33	7%	17%	27µM*	-8%
34	14%	-2%	-16%	-12%
35	x	-5%	x	x
36	0%	-6%	-16%	3%
37	4%	-9%	-11%	4%
38	5%	8%	-15%	5%
39	-7%	8%	-4%	7%
40	3%	4%	3%	11%

(more compounds)
No.	mol	PTHR1 ag	GLP1R inv ag	IL-2 act	GLP1R cytotox	PI5P4K alpha inh
41	O=[N+]([O-])c1cc(C(F)(F)F)ccc1NC1CCN(Cc2ccccc2)C1 (stereo not given)	-11%	6%	-2.4	17%	7
42	CCn1cc(C(=O)NCc2ccco2)c(=O)c2cc(S(=O)(=O)N3CCCC3)ccc21	i	26%	-1.7	6%	10
43	COc1ccc(CNC(=O)C2=C(C)C(=O)OC23CCCCC3)cc1OC	i	-1%	x	-6%	x
44	O=C(CCCCC(=O)Nc1ccc(F)cc1)Nc1ccc(F)cc1	-52%[inhibitor]	-15%	-0.3	-2%	-11

No.	EPAC1 agonist	GLP-1R agonist	PLK1 PBD inh	EPAC1 antag
41	8%	2%	1%	-18%
42	4%	13%	1%	7%
43	x	1%	x	x
44	10%	1%	-3%	6%
